Bioassay records as filed in PubChem.
Anthrax LF inh2: inhibitors of Bacillus anthracis lethal factor protease; inhibition, % at 10 µM; P15917; AID 588501; multiplex microsphere protease cleavage assay, LF; 0.12% of 360,000 active; note: plate controls were buffer without enzyme for full effect and enzyme alone for no effect
Target sequence (P15917 whole entry, looked up): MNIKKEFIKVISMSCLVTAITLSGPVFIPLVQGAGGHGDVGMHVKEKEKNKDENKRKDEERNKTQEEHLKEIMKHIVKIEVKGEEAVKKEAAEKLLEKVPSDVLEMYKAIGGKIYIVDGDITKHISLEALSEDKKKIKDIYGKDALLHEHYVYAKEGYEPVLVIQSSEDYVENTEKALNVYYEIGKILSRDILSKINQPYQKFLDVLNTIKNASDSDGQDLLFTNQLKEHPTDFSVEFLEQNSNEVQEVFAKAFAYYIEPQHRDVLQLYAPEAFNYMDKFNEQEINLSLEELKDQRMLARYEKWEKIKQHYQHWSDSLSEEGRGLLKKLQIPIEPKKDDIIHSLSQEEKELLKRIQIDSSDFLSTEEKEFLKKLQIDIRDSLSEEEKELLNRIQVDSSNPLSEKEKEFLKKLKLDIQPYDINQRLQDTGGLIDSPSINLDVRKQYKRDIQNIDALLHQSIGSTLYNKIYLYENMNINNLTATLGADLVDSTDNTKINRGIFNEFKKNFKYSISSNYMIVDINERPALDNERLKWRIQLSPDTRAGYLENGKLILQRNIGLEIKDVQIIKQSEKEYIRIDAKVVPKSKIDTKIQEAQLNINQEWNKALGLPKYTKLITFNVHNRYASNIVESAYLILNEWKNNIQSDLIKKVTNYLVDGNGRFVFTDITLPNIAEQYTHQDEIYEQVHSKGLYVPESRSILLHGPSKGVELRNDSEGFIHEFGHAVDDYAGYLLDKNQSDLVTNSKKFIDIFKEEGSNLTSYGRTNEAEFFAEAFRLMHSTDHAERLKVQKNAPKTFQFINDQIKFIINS
BoNT-A LC inh2: BoNT A light chain protease inhibition. inhibition, % at 10 µM. multiplex microsphere protease substrate cleavage, flow cytometry. 0.17% of 360,000 active; note: plate controls were buffer without enzyme for full effect and enzyme alone for no effect
TcdB GH inh: TcdB glycohydrolase inhibition; inhibition, % at 9.99 µM; TcdB glycohydrolase enzymatic assay, plate reader; AID 652162; P18177; 0.24% of 350,000 active; in the data active = inhibition above about 10%
Yp Topo-I inh: blocks Yersinia pestis topoisomerase I activity; Y. pestis Topo-I cleavage product accumulation, plate reader; activity, % at 10 µM; 0.064% of 360,000 active; in the data active = activity above about 50%, passing the limit was not always enough; inconclusive = no clear call, values can overlap the other calls; note: inactives centre near 2
FadD28 binding: blocks FadD28 binding to the bisubstrate probe; fluorescence polarization; inhibition, % at 12.5 µM; 0.22% of 360,000 active; AID 588549; in the data active = inhibition above about 8.5%, passing the limit was not always enough; inconclusive = no clear call, values can overlap the other calls
BoNT-F LC inh: blocks Botulinum neurotoxin F light chain protease | Multiplex microsphere protease cleavage assay, flow cytometry | inhibition, % at 10 µM | 0.22% of 360,000 active | AID 588497; in the data active = inhibition above about 35%, passing the limit was not always enough; inconclusive = no clear call, values can overlap the other calls; note: plate controls were buffer without enzyme for full effect and enzyme alone for no effect
PfHsp40 yeast: restores yeast growth despite PfHsp40 toxicity; 0.68% of 340,000 active; S. cerevisiae expressing PfHsp40, growth rescue, ATP luminescence; growth rescue, % at 12.5 µM; in the data active = growth rescue above about 28%, passing the limit was not always enough; inconclusive = no clear call, values can overlap the other calls;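 note: yeast W303a lacking pdr1 and pdr3 grown in galactose medium; growth measured after three days at 30 °C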
CCHFV vOTU inh: blocks the CCHF virus ovarian tumor domain protease | inhibition, % at 11.5 µM | 0.55% of 370,000 active | CCHFV vOTU protease, Pep-AMC fluorescence; in the data active = inhibition above about 30%; note: 0% = vehicle wells with enzyme and 100% = no enzyme wells
PrPC surface inh: reduces human prion protein on the cell surface; P04156; cell surface PrPC, TR-FRET read-out; inhibition, % at 13.8 µM; 0.43% of 370,000 active; AID 720596; in the data active = inhibition above about 24%; note: 0% = median of the test wells and 100% = reference compound wells
Active calls of the source: *; ? = inconclusive; nt = no result given; & = joins results of further samples. Cut-off read from the data, not from the text of the source, unless noted: active = inhibition above about 30%; inconclusive = no clear call, values can overlap the other calls; inactive = below that.

SMILES	Anthrax LF inh2	BoNT-A LC inh2	TcdB GH inh	Yp Topo-I inh	FadD28 binding	BoNT-F LC inh	PfHsp40 yeast	CCHFV vOTU inh	PrPC surface inh
Cc1ccc(S(=O)(=O)N2CCN(C(=O)COC(=O)/C=C/c3ccccc3[N+](=O)[O-])CC2)c(C)c1	1.7	-0.4	2.4	-5.1	0.2	2.3	0.2	-0.9	-7.7
O=c1/c(=C/c2ccco2)sc2nc(-c3ccccc3Br)nn12	1.7	0.3	nt	-10.2	-4.2	-29.2	0.9	12.5	-0.4
CCCCn1c(SCC(=O)NC(=O)Cc2ccccc2)nc2ccccc2c1=O	-5.9	-0.9	1.3	4.4	-3.3	2.7	0.7	4.3	-4.8
FC(F)Oc1ccc(NC(=S)Nc2ccc3cn[nH]c3c2)cc1	-9.5	-0.4	1.9	-3.6	0.8	-17.9	0.8	4.7	-13.2
COc1ccc(C/C(N)=N/OC(=O)c2ccc(Cl)cc2)cc1	-4.9	-0.2	1.9	15.8	-1.0	-1.1	-0.5	-15.5	6.4
Cc1cc(C)n2nc(-c3ccco3)nc2n1	7.1	-1.3	0.2	3.2	0.6	-14.2	-0.3	0.2	2.8
Cc1cc(C)c2c(=O)n3c(nc2c1)C(CC(C)C)NC(=O)c1cccnc1-3 (configuration not stated)	-7.3	-0.9	-0.7	19.0	-3.6	-6.7	nt	10.9	13.4
O=C(N/N=C/c1cccs1)c1c[nH]c2ccccc12	0.7	-0.9	nt	-8.8	-3.2	-3.0	-2.0	-0.2	2.5
CCN1CCN(c2nc3c(c(=O)[nH]c(=O)n3C)n2CCCc2ccccc2)CC1	-2.6	0.1	0.7	3.3	0.1	2.6	-1.9	-12.4	0.1
C=CCn1c(=O)c2ccccc2n2c(SCC(=O)Nc3sc(C)c(CC)c3C(=O)OCC)nnc12	0.7	0.1	nt	3.0	-1.2	-4.2	1.4	1.4	0.1
CCCC(=O)OCC(=O)Nc1cc(Cl)ccc1[N+](=O)[O-]	0.5	0.0	0.3	3.9	-0.6	2.1	2.0	-4.9	-26.0
CC1CC(=O)c2ccccc2C1C (configuration not stated)	-1.5	0.1	0.4	0.3	-1.9	-2.7	0.1	4.1	4.1
CN(CC(=O)Nc1ccc(Cl)c(C(F)(F)F)c1)C(=O)/C=C/c1ccco1	-1.7	-0.2	nt	-17.7	-0.7	0.4	0.6	10.3	-8.6
CCOC(=O)CSc1nc2sc3c(c2c(=O)n1-c1ccc(OC)cc1)CCN(C)C3	3.2	42.0*	0.5	11.2	-1.7	?	0.3	1.4	-6.5
Cc1ccc(C)c(N2CCN(C(=O)C(Cc3ccccc3)n3cccc3)CC2)c1 (configuration not stated)	-4.1	-0.7	2.2	44.2	-2.8	-5.0	3.8	1.7	2.3
CCOC(=O)/C(=N\Nc1ccccc1)N1CC1	-4.8	-2.2	1.2	4.6	-3.8	-9.6	-1.0	6.3	5.8
C[C@H](NC(=O)c1nc[nH]c1C(=O)NC(c1ccccc1)c1ccccc1)C(=O)OCc1ccccc1	4.0	-0.4	-0.5	31.4	-2.5	-3.7	1.4	2.7	4.8
CCN(CC)CC(=O)c1ccc(-c2ccccc2)cc1	-0.6	0.5	nt	12.7	-3.1	2.5	-0.1	-5.6	4.2
CN(C)C(=O)CCSc1nnc(-c2ccco2)o1	-1.5	0.5	0.8	1.7	-3.8	-3.5	-0.8	-2.0	6.2
Cc1ccc(O)c(CCc2ccc(O)cc2)n1	1.9	-0.8	5.4	3.5	0.9	-6.3	0.2	-2.0	3.8
CC(C)NC(=O)C12CC3CC(C1)CC(n1cnc(Cl)n1)(C3)C2	2.7	0.2	nt	4.7	0.6	0.8	-1.0	5.4	3.3
CCCN(CC1CC1)C(=S)NC(=O)c1ccccc1Br	-6.5	-0.1	-1.6	5.7	-9.8	-10.6	0.9	0.3	-3.6
O=C(NCCN1CCNC1=O)C1CCC(=O)N(CCc2ccccc2)C1 (configuration not stated)	-4.1	0.9	1.3	-0.2	nt	7.2	0.4	8.8	5.5
Cc1cc(Nc2ccc(Cl)cc2)nc(NCc2ccccc2)n1	-2.0	0.8	nt	-36.0	-5.8	-5.9	-0.3	-16.1	6.4
CCCCCC(=O)NC(=S)Nc1cccc(-c2nc3ncccc3o2)c1	-8.5	-0.7	-0.8	2.1	-0.7	-6.2	nt	-1.7	-4.3

Some of the entries above in another layout:
compound | Anthrax LF inh2 | BoNT-A LC inh2 | TcdB GH inh | Yp Topo-I inh | FadD28 binding | BoNT-F LC inh | PfHsp40 yeast | CCHFV vOTU inh | PrPC surface inh
CC1CC(=O)c2ccccc2C1C (configuration not stated) | -1.5 | 0.1 | 0.4 | 0.3 | -1.9 | -2.7 | 0.1 | 4.1 | 4.1
CN(CC(=O)Nc1ccc(Cl)c(C(F)(F)F)c1)C(=O)/C=C/c1ccco1 | -1.7 | -0.2 | nt | -17.7 | -0.7 | 0.4 | 0.6 | 10.3 | -8.6

(list continues)
SMILES	Anthrax LF inh2	BoNT-A LC inh2	TcdB GH inh	Yp Topo-I inh	FadD28 binding	BoNT-F LC inh	PfHsp40 yeast	CCHFV vOTU inh	PrPC surface inh
O=[N+]([O-])c1ccccc1S(=O)(=O)N1CCN(Cc2ccc3c(c2)OCO3)CC1	-9.1	-1.1	1.9	15.5	-2.8	-3.8	-0.9	7.9	-6.6
CCOC(=O)/C=C1\CN(C(C)c2ccccc2)S(=O)(=O)c2ccccc21 (configuration not stated)	3.8	0.2	0.9	13.6	-4.3	-7.4	-0.2	5.4	2.3
C#CC1(O)C=CC2C3CCC4=CC(=O)CCC4C3CCC21CC (configuration not stated)	-0.2	2.0	2.2	-3.7	0.0	2.8	-2.1	1.3	-1.1
CC[n+]1c(/C=C/c2ccc(OC(C)=O)c(OC)c2)ccc2ccccc21	6.6	2.6	-0.1	-10.5	0.8	-27.5	0.8	-2.5	-55.0
CCCCCCC(=O)NC(Nc1ccc(S(N)(=O)=O)cc1)C(Cl)(Cl)Cl (configuration not stated)	0.1	-0.1	nt	-1.0	-5.6	-2.8	0.3	16.0	-1.1
Cn1c(=O)[nH]c(=O)c2c1nc(N1CCCCC1)n2C/C=N/NC(=O)c1cc(Br)ccc1O	2.7	0.2	0.1	-0.1	-1.0	-2.7	-0.3	11.8	8.1
CC(C)Cc1cc(C(=O)N2CCN(C(c3ccccc3)c3ccccc3)CC2)no1	-20.2	-1.4	2.0	37.8	0.3	-14.9	10.5	6.6	2.0
O=C(Nc1ccc(S(=O)(=O)N2CCC(C(=O)NC3CCCCC3)CC2)cc1)c1ccco1	-3.1	0.1	nt	6.8	-1.6	17.7	0.0	0.7	-3.6
O=C(NC1CCN(S(=O)(=O)c2ccccc2F)CC1)c1cccnc1	-7.8	-3.0	0.0	-0.1	-1.0	1.0	0.3	3.8	7.1
COC(=O)c1ccc(Cn2c(C)c(C(=O)NCc3cccc([N+](=O)[O-])c3)sc2=O)o1	-3.0	-0.1	0.8	-5.1	-3.0	-3.0	nt	-0.8	-17.5
Cn1c(-c2ccccc2)cc(=O)cc1-c1ccccc1	5.9	-0.3	0.5	0.5	0.1	-4.4	nt	5.5	-13.7
CC1CCN(C(=O)CN2C(=O)C(=O)N(C)C2=O)c2ccccc2S1 (configuration not stated)	0.5	4.2	0.6	1.3	-3.1	8.3	0.4	3.6	2.5
CCCCn1c(N)c(N(CC(C)C)C(=O)c2ccc(S(=O)(=O)N3CCCCCC3)cc2)c(=O)[nH]c1=O	1.5	0.2	-0.2	-1.9	-1.7	-3.7	1.6	-9.3	2.9
CCc1c(C)nc(N)n2c(SCC(=O)N3CCCc4ccccc43)nnc12	-1.7	-0.2	nt	-2.1	-0.4	3.3	-0.6	1.9	7.6
C[C@H](CCC(=O)O)[C@H]1CC[C@H]2[C@@H]3[C@H](O)C[C@@H]4C[C@H](O)CC[C@]4(C)[C@H]3C[C@H](O)[C@]12C	-3.0&-9.1&-1.1	-0.3&0.6&0.5	0.6&0.9&0.0	27.5&20.8&3.7	-1.2&-3.2&0.3	-1.9&-3.0&4.4	2.6&0.5&1.2	-0.5&9.1&-1.9	10.3&-0.7&-4.2
CC(C(=O)c1ccccc1)[n+]1cccc(C(N)=O)c1 (configuration not stated)	-5.2	-4.5	1.1	-8.0	-1.2	6.5	1.2	-2.5	-5.1
CC(Oc1cccc(Cl)c1)C(=O)Nc1ccc(N2CCOCC2)cc1N1CCOCC1 (configuration not stated)	1.7	0.3	2.5	25.3	0.2	0.6	0.3	5.1	-2.4
COc1ccc(C(=S)Nc2ccccc2)cc1	-3.8	-0.8	nt	-7.4	-0.9	-10.9	-1.1	18.9	-3.0
COc1ccccc1N1CCN(C(=O)c2noc(C)c2[N+](=O)[O-])CC1	-5.3	0.1	0.9	0.3	-1.4	-4.6	-1.0	-7.2	0.3
COc1ccccc1NC(=O)COC(=O)Cc1ccc(S(=O)(=O)N2CCCCC2)s1	-0.7	-2.3	1.9	20.7	-1.5	-16.5	0.7	14.3	9.3
O=S(=O)(Nc1nc2ccccc2nc1Cl)c1ccc2ccccc2c1	0.4	-0.1	nt	6.3	-1.8	3.1	1.9	20.4	1.0
CC(C)c1ccc(NC(=O)Nc2nc(CN)cs2)cc1	-6.1	-0.4	1.3	-5.4	-4.0	-9.9	nt	6.0	-3.2
Clc1nc(CN2CCCCC2)nc2sc3c(c12)CCC3	-4.6	-0.5	0.2	-1.2	-8.2	-8.7	0.0	-0.5	-3.6
COc1ccc(C2=NN(C(=O)c3ccco3)C(c3cccs3)C2)cc1OC (configuration not stated)	-6.9	-0.7	1.7	2.6	-5.4	-11.3	nt	15.9	4.6
CC1CCc2sc(C(=O)NC3CCN(Cc4ccccc4)CC3)cc2C1 (configuration not stated)	-6.4	-0.1	0.1	9.4	-4.2	-4.8	2.5	7.5	1.9

Compounds shown so far containing an aryl thioether with sulfur outside any ring (five):
SMILES	Anthrax LF inh2	BoNT-A LC inh2	TcdB GH inh	Yp Topo-I inh	FadD28 binding	BoNT-F LC inh	PfHsp40 yeast	CCHFV vOTU inh	PrPC surface inh
CCCCn1c(SCC(=O)NC(=O)Cc2ccccc2)nc2ccccc2c1=O	-5.9	-0.9	1.3	4.4	-3.3	2.7	0.7	4.3	-4.8
C=CCn1c(=O)c2ccccc2n2c(SCC(=O)Nc3sc(C)c(CC)c3C(=O)OCC)nnc12	0.7	0.1	nt	3.0	-1.2	-4.2	1.4	1.4	0.1
CCOC(=O)CSc1nc2sc3c(c2c(=O)n1-c1ccc(OC)cc1)CCN(C)C3	3.2	42.0*	0.5	11.2	-1.7	?	0.3	1.4	-6.5
CN(C)C(=O)CCSc1nnc(-c2ccco2)o1	-1.5	0.5	0.8	1.7	-3.8	-3.5	-0.8	-2.0	6.2
CCc1c(C)nc(N)n2c(SCC(=O)N3CCCc4ccccc43)nnc12	-1.7	-0.2	nt	-2.1	-0.4	3.3	-0.6	1.9	7.6

Next section
SMILES	Anthrax LF inh2	BoNT-A LC inh2	TcdB GH inh	Yp Topo-I inh	FadD28 binding	BoNT-F LC inh	PfHsp40 yeast	CCHFV vOTU inh	PrPC surface inh
COc1ccc(C(=O)CSc2nnc(CNC(=O)c3ccco3)n2C)cc1	-1.8	-0.6	0.2	2.6	-2.9	0.3	-0.2	11.8	-1.4
O=S(=O)(Nc1cccc(Cl)c1)c1cccc(-n2cnnn2)c1	-7.9	0.2	2.9	-2.7	-3.8	-0.6	1.0	6.7	1.4
Cc1cc(C)n(-c2cc(C(=O)O)cc(C(=O)O)c2)n1	-5.1	-0.2	-0.5	0.3	-0.1	3.6	0.4	13.0	8.9
Cc1[nH]c2ccc(-c3n[nH]c(=S)n3Cc3ccccc3)cc2c1C	-3.2	-0.6	-0.1	-5.1	0.1	-2.4	0.0	6.6	10.6
Nc1nc(SCn2nnc3ccccc3c2=O)n[nH]1	-5.8	-0.2	0.9	6.7	-0.6	-1.0	0.9	7.9	15.3
Cc1c(C#N)c(NC(=O)c2cccc(Cl)c2)n(Cc2ccccc2)c1C	0.7	-0.6	nt	9.8	-7.1	-2.9	-0.3	3.0	6.4

An unsorted share of the library; overall some 2.3% were active at least once.
